Assay outcomes from PubChem.
Nrf2 activator = activators of Nrf2 (ARE) signaling; AREc32 ARE-luciferase reporter (MCF7-derived line), luminescence, 24 h; Potency, µM (titrated, usually from 46.1 µM), for inactives: at the highest dose activation, hits mostly activators; actives 0.31% (n = 410,000); AID 624171; also: potency is read from the fitted curve at half-maximal effect; % of control where 0% means no effect; nearly all actives have a fitted effect of over 65% in size
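Each well held 1000 AREc32 cells, which were incubated with compound for 24 hr at 37 deg C after overnight attachment, and ARE reporter activity was quantified by firefly luciferase luminescence.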
pAkt inh = inhibitors of Akt phosphorylation. Neuro2A IGF-stimulated pAkt S473 HTRF, 20 min; hits give low values. activity change, % for hits at 50 µM. actives 0.32% (n = 360,000); in the data active = activity change below about -80%; inconclusive = mostly about -51% to -80%; also: % is scaled to controls: 0 for no effect and ±100 for the full control effect
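Neuro2A cells (4,500/well, DMEM with 0.5% FBS) were treated with compound at a single 50 µM final concentration, stimulated with 6 nM IGF for 20 min at 37 °C, and lysed. Phospho-Akt Ser473 was read by HTRF as 665/615 ratio ×10^4.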
Nrf2 block = blocks Nrf2 signaling; A549 ARE-Fluc reporter, luciferase luminescence, 18-24 h; Potency, µM (series often up to 46 µM), without a hit: top-dose activity change, negative = inhibition, most hits filed as inhibitors; actives 2.1% (n = 360,000); AID 504444; also: potency is read from the fitted curve at half-maximal effect; % is scaled to controls: 0 for no effect and ±100 for the full control effect; nearly all actives have a fitted effect of over 60% in size
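Cells were seeded and rested 2 h, then exposed to compounds for 18-24 h. CellTiter-Fluor was read first as a viability measure. BugLite was added 15 min before the final luminescent read of ARE-luciferase activity in A549 cells.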
HepG2 tox = HepG2 cytotoxicity, counter-screen for TGF-b inhibitors; actives 0.76% (n = 410,000); AID 588856; Potency, µM (series often up to 46.1 µM), for inactives: at the top dose activity change, negative = cytotoxicity, most hits filed as cytotoxic; HepG2 CAGA-GFP viability, ATP luminescence, 18 h; also: potency is read from the fitted curve at half-maximal effect; some results filed as inactive show a strong effect at the top dose
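HepG2 CAGA-GFP cells (1000/well, DMEM with 1% FBS) received compound, then TGF-beta at 500 pg/mL final, and were incubated 18 hours at 37 degrees C. Viability was read by CellTiter-Glo luminescence. Media-only wells were set as complete cell-killing and DMSO as no toxicity.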
ATXN viability = viability counter-screen for ATXN expression inhibitors; S2 cells (HEK-293 line with an ATXN2-luciferase reporter) viability, CellTiter-Fluor protease fluorescence, 24 h; Potency, µM (titrated, usually from 56.7 µM), actives largely listed as cytotoxic; actives 0.49% (n = 400,000); also: potency is read from the fitted curve at half-maximal effect; nearly all actives have a fitted effect of over 40% in size
MmCpn inh = blocks the Methanococcus maripaludis chaperonin Mm-Cpn; purified Mm-Cpn ATPase, ADP Transcreener TR-FRET; Potency, µM (titrated, usually from 76.9 µM), inactives show at the highest dose activity, negative = inhibition, usual class: inhibitors; actives 0.031% (n = 330,000); AID 504842; also: potency is read from the fitted curve at half-maximal effect; % is scaled to controls: 0 for no effect and ±100 for the full control effect; nearly all actives have a fitted effect of over 80% in size
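25 nM Mm-CPN + cpd, 10 min 37°C; + 10 uM ATP, 30 min 37°C; buffer 30 mM Tris pH 7.4, 100 mM KCl, 5 mM MgCl2, 1 mM DTT; Transcreener ADP HTRF detection 30 min RT.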
CCT chaperon mod = changes cytosolic chaperonin activity; purified chaperonin ATPase assay, HTRF ADP detection, 30 min; activity change, % (concentration not given with the values), hits read low; actives 0.3% (n = 360,000); in the data active = activity change below about -30%; also: % is scaled to controls: 0 for no effect and ±100 for the full control effect
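We incubate TRiC, 40 or 20 nM final, with library compounds at 76 uM and 10 uM ATP for 30 min at 37 °C. ADP formed is detected with Transcreener HTRF reagents after 30 min at room temperature.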
TGFb SMAD3 inh = inhibitors of TGF-b signaling. HepG2 CAGA-GFP TGF-b/SMAD3 reporter, GFP fluorescence, 18 h; TGF-beta stimulated, 500 pg/mL final. Potency, µM (highest dose often 46.1 µM), inactives show top-dose activity, negative = inhibition, usual class: inhibitors. actives 1.2% (n = 410,000); also: potency is read from the fitted curve at half-maximal effect; % is scaled to controls: 0 for no effect and ±100 for the full control effect; nearly all actives have a fitted effect of over 65% in size
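Inhibition of TGF-beta-driven CAGA-GFP reporter expression in HEPG2 cells is measured by cellular GFP fluorescence after 18 h stimulation with 500 pg/mL recombinant TGF-beta in 1% FBS medium at 37 degrees C.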
A549 viability = counter-screen for Nrf2 inhibitors: cytotoxicity in A549 cells; A549 ARE-Fluc cells, CellTiter-Fluor viability, 18-24 h; Potency, µM (doses to about 46 µM), for inactives: top-dose activity change, negative = cytotoxicity, actives largely listed as inhibitors; actives 0.16% (n = 390,000); AID 504648; also: potency is read from the fitted curve at half-maximal effect; % is scaled to controls: 0 for no effect and ±100 for the full control effect
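A549 ARE-Fluc cells in 5% FBS OPTI-MEM, 5000 cells/well, rested 2 h then exposed to compounds in concentration-response for 18-24 h at 37 °C. Viability by CellTiter-Fluor fluorescence (Ex 405/Em 525) after 30 min; luciferase luminescence (BugLite, 15 min, RT) read afterwards.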
* marks the source's active call; other numbers are inactive results; & = joins results of further samples. Unless noted, calls follow the shape of the dose curve; as a rule, active = well fitted curve in the direction sought with a large enough effect; inconclusive = small, poorly fitted or top-dose-only effect, or another doubt; inactive = no such curve, though single readings can be large; an effect the other way counts as inactive or inconclusive.

Start of the listing, in advance:
O=C(NCCOC(=O)c1ccccc1)c1ccc([N+](=O)[O-])cc1 was read as Nrf2 activator 2.8%, pAkt inh inactive, Nrf2 block 1%, HepG2 tox -2%, ATXN viability inactive, MmCpn inh 1%, CCT chaperon mod 1.6, TGFb SMAD3 inh -9% and A549 viability -5%.
`CCCCN(Cc1cc2ccccc2[nH]c1=O)C(=O)c1ccccn1` gave Nrf2 activator -0.2%, pAkt inh inactive, Nrf2 block 10%, HepG2 tox -2%, ATXN viability inactive, MmCpn inh 1%, CCT chaperon mod -0.1, TGFb SMAD3 inh -3% and A549 viability 0%.

Main list, previewed entries included:
O=C(NCCOC(=O)c1ccccc1)c1ccc([N+](=O)[O-])cc1 was read as Nrf2 activator 2.8%, pAkt inh inactive, Nrf2 block 1%, HepG2 tox -2%, ATXN viability inactive, MmCpn inh 1%, CCT chaperon mod 1.6, TGFb SMAD3 inh -9% and A549 viability -5%.
`CCCCN(Cc1cc2ccccc2[nH]c1=O)C(=O)c1ccccn1` gave Nrf2 activator -0.2%, pAkt inh inactive, Nrf2 block 10%, HepG2 tox -2%, ATXN viability inactive, MmCpn inh 1%, CCT chaperon mod -0.1, TGFb SMAD3 inh -3% and A549 viability 0%.
Screening CCCc1cc(=O)[nH]c(SCC(=O)N2CCCC2=O)n1 returned Nrf2 activator -0.5%, pAkt inh inactive, Nrf2 block 0%, HepG2 tox 6%, ATXN viability inactive, MmCpn inh -4%, CCT chaperon mod 0.2, TGFb SMAD3 inh 5% and A549 viability 0%.
`CC(=N)C1=C(O)CC(c2ccccc2)CC1=O` (stereo unspecified) gave Nrf2 activator -0.1%, pAkt inh inactive, Nrf2 block -8%, HepG2 tox 5%, ATXN viability inactive, MmCpn inh 0%, CCT chaperon mod -0.1, TGFb SMAD3 inh 1% and A549 viability -5%.
For COc1ccc(CNC(=O)CCS(=O)(=O)c2ccc3c(c2)CCN3C(C)=O)cc1 the results were Nrf2 activator 0.2%, pAkt inh inactive, Nrf2 block -5%, HepG2 tox 4%, ATXN viability inactive, MmCpn inh -1%, CCT chaperon mod 0.2, TGFb SMAD3 inh -18% and A549 viability -4%.
CCCCC1=NN2CCS(=O)(=O)N=C2S1 was read as Nrf2 activator -0.4%, pAkt inh inactive, Nrf2 block 10%, HepG2 tox 0%, ATXN viability inactive, MmCpn inh -1%, CCT chaperon mod -3.7, TGFb SMAD3 inh 0% and A549 viability -10%.
Screening CC(C)(C)n1nnnc1C(c1cccs1)N(Cc1ccc(Cl)cc1)CC1CCCO1 (stereo unspecified) returned Nrf2 activator 6.7%, pAkt inh inactive, Nrf2 block inconclusive, HepG2 tox -21%, ATXN viability inactive, CCT chaperon mod -2.6, TGFb SMAD3 inh -6% and A549 viability inconclusive.
Screening O=C1NC(=O)/C(=C\c2ccc(OCc3cccc([N+](=O)[O-])c3)cc2)N1 returned Nrf2 activator 6.2%, pAkt inh inactive, Nrf2 block 2%, HepG2 tox -4%, MmCpn inh 2%, CCT chaperon mod -2.1, TGFb SMAD3 inh 4% and A549 viability -7%.
For COc1ccc(CNC(=O)C2Cc3c(-c4ccccc4)ccnc3O2)cc1OC (stereo unspecified) the results were Nrf2 activator 2.4%, pAkt inh inactive, HepG2 tox 5%, ATXN viability inactive, CCT chaperon mod -1.2 and TGFb SMAD3 inh 2%.
COc1ccc(Cl)cc1S(=O)(=O)Nc1cccc(C(=O)O)c1 was read as Nrf2 activator -0.5%, pAkt inh inactive, Nrf2 block -14%, HepG2 tox -16%, ATXN viability inactive, MmCpn inh 0%, CCT chaperon mod -0.5, TGFb SMAD3 inh 24% and A549 viability 3%.
Screening CCCCNC(=O)N(O)C1N(/N=C/c2ccc(N(C)C)cc2)C(=S)SC1(C)C (stereo unspecified) returned Nrf2 activator 0.7%, pAkt inh inactive, Nrf2 block 8%, HepG2 tox -1%, ATXN viability inconclusive, MmCpn inh -4%, CCT chaperon mod 0.7, TGFb SMAD3 inh 5% and A549 viability -12%.
`COc1ccc(N2CCN(S(=O)(=O)CCNC(=O)c3ccc(Br)o3)CC2)cc1` gave Nrf2 activator -0.4%, pAkt inh inactive, Nrf2 block inconclusive, HepG2 tox -3%, ATXN viability inactive, MmCpn inh -3%, CCT chaperon mod 2.9, TGFb SMAD3 inh 1% and A549 viability 0%.
`Cc1cc2c(cc1NC(=O)c1ccccc1C)n(C)c(=O)c(=O)n2C` gave Nrf2 activator 4.1%, Nrf2 block 23%, HepG2 tox -9%, ATXN viability inactive, TGFb SMAD3 inh inconclusive and A549 viability 0%.
`Cc1ccc(-c2nnc(SCC#CCOC(=O)c3ccco3)o2)cc1` gave Nrf2 activator 2.8%, pAkt inh inactive, Nrf2 block inconclusive, HepG2 tox -17%, ATXN viability inactive, MmCpn inh 0%, CCT chaperon mod -0.1, TGFb SMAD3 inh 26% and A549 viability -1%.
O=[N+]([O-])c1ccccc1S(=O)(=O)n1cnc2ccccc21 was read as Nrf2 activator 0.2%, pAkt inh inactive, Nrf2 block -17%, HepG2 tox 1%, ATXN viability inactive, MmCpn inh 3%, CCT chaperon mod 2.3, TGFb SMAD3 inh 14% and A549 viability 12%.
Cc1ccc(Cn2c(CNC(=O)Cc3cccc(C)c3)nc3cccnc32)cc1 was read as Nrf2 activator 0.0%, HepG2 tox -15%, TGFb SMAD3 inh -23% and A549 viability -1%.
Screening CC(=O)N(c1ccc(N(C(C)=O)S(=O)(=O)c2cccs2)cc1)S(=O)(=O)c1cccs1 returned Nrf2 activator 0.1%, pAkt inh inactive, Nrf2 block -10%, HepG2 tox 4%, ATXN viability inactive, MmCpn inh 1%, CCT chaperon mod -4.5 and TGFb SMAD3 inh inconclusive.
Cc1ccc(Cl)cc1NC(=O)Nc1c(C)n(C)n(-c2ccccc2)c1=O was read as Nrf2 activator -0.4%&0.3%, pAkt inh inactive, Nrf2 block 5%&31%, HepG2 tox 6%&7%, ATXN viability inactive, MmCpn inh -1%, CCT chaperon mod -0.8, TGFb SMAD3 inh 20%&-16% and A549 viability -1%&0%.
Screening CC1Cc2ccccc2N1C(=O)Cn1cnc2ccccc21 (stereo unspecified) returned Nrf2 activator -0.8%, pAkt inh inactive, Nrf2 block -4%, HepG2 tox -4%, ATXN viability inactive, MmCpn inh 0%, CCT chaperon mod -5.7, TGFb SMAD3 inh -4% and A549 viability 1%.
`CCOC(=O)c1c(NC(=O)c2nc(SCC)ncc2Cl)sc2c1CCCC2` gave Nrf2 activator 0.0%, Nrf2 block 8%, HepG2 tox -21%, ATXN viability inactive, TGFb SMAD3 inh -9% and A549 viability 14%.
Screening CC(C)(C)c1nnc(SCC(=O)c2ccccc2)n(N)c1=O returned Nrf2 activator 26%, pAkt inh inactive, Nrf2 block 6%, HepG2 tox -10%, ATXN viability inactive, MmCpn inh 0%, CCT chaperon mod -2.2, TGFb SMAD3 inh -8% and A549 viability 4%.
Screening Cc1ccc(-n2c(COc3ccccc3)n[nH]c2=S)cc1 returned Nrf2 activator -0.1%, pAkt inh inactive, Nrf2 block -4%, HepG2 tox 12%, ATXN viability inactive, MmCpn inh -3%, CCT chaperon mod -0.8, TGFb SMAD3 inh 23% and A549 viability 0%.
For OC(c1ccc(Cl)c(F)c1)c1ncc(-c2ccc(F)cc2)[nH]1 (stereo unspecified) the results were Nrf2 activator 0.4%, pAkt inh inactive, HepG2 tox -25%, ATXN viability inconclusive, CCT chaperon mod -0.5 and TGFb SMAD3 inh -12%.
For N#CC1=C(SCc2ccccc2)NC2=C(C(=O)CCC2)C1c1ccc2c(c1)OCO2 (stereo unspecified) the results were Nrf2 activator -0.6%, pAkt inh inactive, Nrf2 block -21%, HepG2 tox -6%, ATXN viability inactive, MmCpn inh -29%, CCT chaperon mod -2.6, TGFb SMAD3 inh -4% and A549 viability -14%.
Screening CCC(C)(CC(=O)N(C)CCC#N)c1ccccc1 (stereo unspecified) returned Nrf2 activator -0.8%, pAkt inh inactive, Nrf2 block -6%, HepG2 tox 8%, ATXN viability inactive, MmCpn inh 1%, CCT chaperon mod 1.7, TGFb SMAD3 inh -14% and A549 viability -3%.
`Cc1ccccc1C(=O)N1CCC(C(=O)Nc2cc(C(F)(F)F)ccc2N2CCCC2)CC1` gave Nrf2 activator -0.5%, pAkt inh inactive, Nrf2 block -8%, HepG2 tox -11%, ATXN viability inconclusive, MmCpn inh -6%, CCT chaperon mod -5.6, TGFb SMAD3 inh inconclusive and A549 viability -3%.
Screening Cc1ccc2nc(SCC(=O)Nc3ccc(F)cc3F)[nH]c2c1 returned Nrf2 activator 2.1%, pAkt inh inactive, Nrf2 block 6%, HepG2 tox -10%, ATXN viability inactive, MmCpn inh 1%, CCT chaperon mod 0.7, TGFb SMAD3 inh inconclusive and A549 viability 11%.
COc1cccc(-c2csc(-c3c(N)c(C(=O)c4ccccc4)n4ccccc34)n2)c1 was read as Nrf2 activator -0.5%, Nrf2 block 1%, HepG2 tox 1%, ATXN viability inactive, TGFb SMAD3 inh 0% and A549 viability 2%.
Cc1ccc(CONC(=O)c2ccc(Cl)cc2)cc1 was read as Nrf2 activator -0.3%, pAkt inh inactive, Nrf2 block 14%, HepG2 tox -11%, ATXN viability inactive, MmCpn inh 2%, CCT chaperon mod -0.2, TGFb SMAD3 inh 4% and A549 viability 9%.
CCOC(=O)c1nn2c(C(F)(F)F)cc(-c3ccc(OC)cc3)nc2c1Br was read as Nrf2 activator -0.4%, pAkt inh inactive, Nrf2 block -5%, HepG2 tox -3%, ATXN viability inactive, MmCpn inh -1%, CCT chaperon mod -33*, TGFb SMAD3 inh 2% and A549 viability 0%.
Screening O=C1CC(N2CCN(c3ccccc3O)CC2)C(=O)N1Cc1ccccc1 (stereo unspecified) returned Nrf2 activator 0.3%, pAkt inh inactive, Nrf2 block -4%, HepG2 tox -14%, ATXN viability inactive, MmCpn inh -1%, CCT chaperon mod 0.1, TGFb SMAD3 inh 0% and A549 viability 2%.
